DDE Tn6 FP inh – inhibitors of Tn6 peptide binding to fibrin DD(E), primary screen, biochemical, fluorescence polarization, human fibrin, Tn6 probe | Fibrinogen beta chain (Homo sapiens), P02675 | Fibrin DD(E) TRITC-Tn6 fluorescence polarization displacement | inhibition, % at 8.3 µM | actives 0.21% (n = 370,000) | AID 720509, 2013;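 active means inhibition above a per-campaign cutoff: mean of compounds within control limits plus 3 SD, cut at about 15% in these data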;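 further: 0% = median of all compound wells on the plate and 100% = blocking peptide control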
ADAM17 inh – ADAM17 inhibitors, primary screen, biochemical, QFRET | Disintegrin and metalloproteinase domain-containing protein 17 (Homo sapiens), P78536 | recombinant ADAM17, EDANS/DABCYL FRET peptide cleavage | inhibition, % at 6.95 µM | actives 0.83% (n = 370,000);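 active means inhibition above the mean of compounds lying between control limits plus 3 SD, set per campaign, cut at about 8.5% in these data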;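 further: 0% = DMSO-only wells as the low control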
PLC-beta3 inh – human PLC-beta3 inhibitors, primary screen, biochemical, fluorescence; 1-phosphatidylinositol 4,5-bisphosphate phosphodiesterase beta-3 (Homo sapiens), Q01970; actives 0.18% (n = 370,000); AID 720704, 2013; Purified PLC-beta3, fluorogenic substrate; inhibition, % at 12.2 µM; in the data active means inhibition above about 11%;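 further: 0% = median of compound wells on plate and 100% = full blocker control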
PLCg1 inh – PLC-gamma1 enzyme inhibitors, primary screen, biochemical, fluorescence, purified enzyme | AID 720700, 2013 | inhibition, % at 12.2 µM | actives 0.84% (n = 370,000) | fluorogenic substrate | 1-phosphatidylinositol 4,5-bisphosphate phosphodiesterase gamma-1 (Homo sapiens), P19174; in the data active means inhibition above about 9.5%
Target sequence (P19174 whole entry, looked up): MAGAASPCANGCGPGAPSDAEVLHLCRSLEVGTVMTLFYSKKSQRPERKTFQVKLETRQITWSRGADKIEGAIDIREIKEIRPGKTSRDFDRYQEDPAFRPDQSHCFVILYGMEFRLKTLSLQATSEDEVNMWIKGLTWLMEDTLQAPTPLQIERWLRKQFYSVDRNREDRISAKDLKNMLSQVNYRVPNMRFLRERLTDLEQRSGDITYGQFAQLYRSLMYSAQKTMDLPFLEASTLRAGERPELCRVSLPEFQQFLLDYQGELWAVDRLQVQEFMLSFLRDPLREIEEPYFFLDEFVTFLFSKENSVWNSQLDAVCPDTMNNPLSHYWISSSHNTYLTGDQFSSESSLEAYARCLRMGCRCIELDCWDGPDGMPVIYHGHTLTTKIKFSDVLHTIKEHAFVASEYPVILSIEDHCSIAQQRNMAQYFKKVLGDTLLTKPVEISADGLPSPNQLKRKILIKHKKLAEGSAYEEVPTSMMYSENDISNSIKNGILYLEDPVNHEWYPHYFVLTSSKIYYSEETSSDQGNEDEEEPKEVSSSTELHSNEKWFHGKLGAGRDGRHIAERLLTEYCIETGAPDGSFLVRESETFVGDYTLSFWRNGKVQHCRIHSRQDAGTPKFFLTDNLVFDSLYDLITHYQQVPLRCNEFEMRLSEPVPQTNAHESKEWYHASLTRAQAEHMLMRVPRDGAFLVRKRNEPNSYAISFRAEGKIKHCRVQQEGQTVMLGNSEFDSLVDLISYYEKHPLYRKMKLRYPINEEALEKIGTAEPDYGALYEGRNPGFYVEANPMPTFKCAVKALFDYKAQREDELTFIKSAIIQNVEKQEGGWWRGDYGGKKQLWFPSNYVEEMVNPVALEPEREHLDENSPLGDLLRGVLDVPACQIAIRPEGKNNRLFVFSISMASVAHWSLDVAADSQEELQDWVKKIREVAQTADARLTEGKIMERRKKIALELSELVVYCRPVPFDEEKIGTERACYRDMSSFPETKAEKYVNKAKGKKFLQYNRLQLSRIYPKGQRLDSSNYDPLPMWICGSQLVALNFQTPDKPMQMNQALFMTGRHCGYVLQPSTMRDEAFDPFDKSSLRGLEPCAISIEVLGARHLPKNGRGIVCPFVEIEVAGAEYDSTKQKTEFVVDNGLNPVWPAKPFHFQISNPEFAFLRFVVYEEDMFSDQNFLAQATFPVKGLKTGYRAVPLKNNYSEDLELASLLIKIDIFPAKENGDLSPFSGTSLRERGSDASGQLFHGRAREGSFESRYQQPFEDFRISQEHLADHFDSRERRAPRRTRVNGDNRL
UHRF1 MBD2 ctr – UHRF1 methylated DNA binding inhibitors, primary screen, counter-screen for MBD2 inhibitor project, biochemical, TR-FRET, human UHRF1, single concentration | E3 ubiquitin-protein ligase UHRF1 (Homo sapiens), Q96T88 | UHRF1 binding to methylated oligo | inhibition, % at 4.4 µM | actives 0.75% (n = 370,000); in the data active means inhibition above about 21%;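 further: UHRF1 SRA domain binding a hemimethylated CpG hairpin DNA probe; 0% = median of test compound wells and 100% = reference inhibitor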
KLK7 zymogen act – proKLK7 zymogen activators, primary screen, biochemical, fluorescence intensity | Kallikrein-7 (Homo sapiens), P49862 | purified proKLK7, EDANS-DABCYL substrate fluorescence; 100% is mature enzyme control, 0% vehicle | activation, % at 7 µM | actives 0.9% (n = 370,000) | AID 652039, 2013;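 active means activation above the mean of all tested compounds plus 3 SD, computed per campaign excluding outliers beyond control limits, cut at about 13% in these data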
ARFGAP1 inhibitor – inhibitors of rat ARFGAP1 GAP activity, primary screen, biochemical, fluorescence polarization, GDP tracer; Arfgap1-stimulated ARF1 GTP hydrolysis, GDP FP detection; inhibition, % at 16.5 µM; actives 0.26% (n = 360,000); AID 651572, 2012;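 active means inhibition above a per-plate limit, mean inhibition of low control wells plus 3 SD, cut at about 25% in these data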;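 further: 0% = DMSO wells with enzyme and 100% = wells lacking Arfgap1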
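material = rat Arfgap1 catalytic domain, aa 1-136 | also added = human ARF1(Δ1-17)-GTP substrate | compound dosing = one concentration, 16.5 µM, DMSO 1.26% | times = GTP hydrolysis reaction 2 h at 25 °C | measured by = FP, GDP Alexa 633 tracer displaced from anti-GDP antibody, 620/688 nm | evaluation = percent inhibition of Arfgap1-stimulated GTP hydrolysis | replication = single well per compound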
MBD2 inh – inhibitors of MBD2 binding to methylated DNA, primary screen, biochemical, TR-FRET, DNA-binding domain, human; MBD2 binding to methylated oligonucleotide; actives 0.31% (n = 370,000); inhibition, % at 4.4 µM; in the data active means inhibition above about 13%
ASAP1 GAP inh – inhibitors of human ASAP1 ArfGAP activity, primary screen, biochemical, fluorescence polarization; ASAP1-stimulated ARF1 GTP hydrolysis, GDP FP detection; inhibition, % at 16.5 µM; actives 0.19% (n = 360,000); in the data active means inhibition above about 25%;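 further: 0% = vehicle with enzyme and substrate and 100% = no enzyme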
Tn7 DDE FP – inhibitors of Tn7 peptide binding to fibrin DD(E), primary screen, biochemical, fluorescence polarization, human fibrin, Tn7 probe; Fibrinogen beta chain (Homo sapiens), P02675; FP displacement of FITC-Tn7 peptide from fibrin DD(E); 0% = median of compound wells per plate; inhibition, % at 8.3 µM; actives 0.13% (n = 370,000);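 active means inhibition above the mean of compounds falling within the control limits plus 3 SD of them, cut at about 14% in these data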;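 further: 0% = plate median of compound wells and 100% = 10 µM Aha-Tn7 peptide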
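System: human fibrin DD(E); quantity: Fibrin-DD(E) at 2 µM final; also added: fluorescent Tn7 probe at 0.1 µM; compound dosing: single nominal test concentration of 8.3 µM per compound; schedule: 10 min preincubation, 3 h with tracer, room temperature; detection: fluorescence polarization of the labelled Tn7 tracer; repeats: one replicate per compound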
Numbers without * were called inactive; / = not tested or not shown.

SMILES	DDE Tn6 FP inh	ADAM17 inh	PLC-beta3 inh	PLCg1 inh	UHRF1 MBD2 ctr	KLK7 zymogen act	ARFGAP1 inhibitor	MBD2 inh	ASAP1 GAP inh	Tn7 DDE FP
CCCNC(=O)c1ccc(CNc2c(N3CCC(C(=O)OCC)CC3)c(=O)c2=O)cc1	3.7	-1.8	2.0	0.9	1.8	-0.5	2.2	2.3	0.8	-1.6
Cc1cccc(Cc2nnc(CCC(=O)N(C)C3CCOC3)o2)c1 (stereo not given)	3.0	0.6	5.4	2.0	-0.3	-0.2	-9.9	3.2	7.9	-3.7
C[C@@H](c1ccccc1)N1C[C@H](COCc2ccccc2)Oc2cc(N3CC[C@H](O)C3)ccc2S1(=O)=O	-6.9	7.3	3.3	1.9	-2.1	-0.5	6.7	-1.2	9.7	-2.1
COc1cc(CN2CCC(n3nccc3NC(=O)c3ccc4c(c3)OCO4)CC2)ccc1O	-2.1	-1.6	-4.9	-2.6	-0.5	0.0	1.7	0.6	-2.4	0.8
Cc1ccc(N(C(=O)c2snc(C(N)=O)c2N)C(C(=O)NCc2ccccc2)c2ccncc2)c(C)c1 (stereo not given)	-6.6	-132.5	-179.8	-116.8	0.5	-3.4	11.6	-3.8	0.9	-7.7
O=P(O)(CCc1ccncc1)CN1CCCCC1	-5.7	-0.7	3.6	3.9	-4.7	0.3	3.5	-5.3	10.1	3.1
CS(=O)(=O)c1ccc2nc(NC(NC(=O)c3ccco3)(C(F)(F)F)C(F)(F)F)sc2c1	11.2	-2.1	-0.9	0.6	-1.0	-0.1	-7.7	-3.5	5.3	-0.5
Cc1cc(=O)n2[nH]c(-c3ccccc3Cl)cc2n1	0.8	-4.1	-1.0	-3.7	0.1	-0.2	-8.4	3.0	-0.1	1.2
COC(=O)C1C2C=CC3(CN(C(C)C)C(=O)C13)O2 (stereo not given)	-1.1	-3.3	1.7	1.9	0.2	0.2	-1.3	1.4	-6.2	-2.9
CC1C=CCC2C(=O)N(c3cc(Cl)ccc3O)C(=O)C12 (stereo not given)	-4.0	0.6	-2.5	2.1	-1.7	-0.5	4.0	-6.7	3.5	-2.5
CCCCNc1nc2c(c(=O)n(C)c(=O)n2C)n1CCC	0.6	0.0	2.1	-0.5	-1.8	0.5	-21.1	4.4	-1.5	3.1
CCOC(=O)C(C)Oc1ccc2c(C)cc(=O)oc2c1C(C)=O (stereo not given)	3.3	-13.8	-5.6	-7.9	2.3	0.5	4.9	5.0	12.1	-0.7
Cc1ccc(/C([O-])=C(/C(=S)NCc2ccc3c(c2)OCO3)[n+]2ccc(N(C)C)cc2)c(C)c1	-8.9	2.3	3.3	-1.2	0.0	0.2	-4.2	-2.7	-3.2	-3.4
CCOC(=O)C1(C)CCCCCN1C(=O)c1ccc(OC)c(C(F)(F)F)c1 (stereo not given)	-9.7	8.7*	1.7	7.4	4.0	0.3	4.4	-11.0	-8.8	8.2
O=C(c1cccc(C(=O)N2CCC(O)(c3ccccc3)CC2)c1)N1CCC(O)(c2ccccc2)CC1	1.2	-1.1	-4.6	6.5	-0.9	-0.3	-2.6	0.1	4.5	-3.7
CC1CCCC(C)N1C(=O)COC(=O)CNC(=O)c1ccc(Cl)cc1Cl (stereo not given)	-0.8	-2.1	-4.0	-2.0	0.5	0.3	2.6	1.0	16.7	-8.8
Cc1cc(C)n(CCCN2C(=O)c3cccc4cccc(c34)C2=O)n1	-0.4	-19.6	-3.1	-4.7	-4.1	1.5	2.3	-7.2	5.3	0.1
CCOc1ccccc1N1CCN(Cc2ccc(Br)s2)CC1	-0.6	1.0	6.5	5.6	-2.6	0.1	9.1	2.4	2.2	3.4
COc1ccc(S(=O)(=O)N2CCOCC2)cc1NC(=O)CSc1nnc2n1CCCCC2	3.2	-5.2	-4.5	-5.3	-0.1	-0.2	-3.6	1.6	1.7	1.2
Cn1c(NC(=O)CC(C)(C)C)cc(=O)n(C)c1=O	-5.1	-2.5	2.2	-0.3	-2.3	0.2	-10.6	-1.5	-6.8	-6.7

Limited to ASAP1 GAP inh and PLCg1 inh, for some of the entries so far:
molecule	ASAP1 GAP inh	PLCg1 inh
CCOc1ccccc1N1CCN(Cc2ccc(Br)s2)CC1	2.2	5.6
COc1ccc(S(=O)(=O)N2CCOCC2)cc1NC(=O)CSc1nnc2n1CCCCC2	1.7	-5.3

More results follow:
SMILES	DDE Tn6 FP inh	ADAM17 inh	PLC-beta3 inh	PLCg1 inh	UHRF1 MBD2 ctr	KLK7 zymogen act	ARFGAP1 inhibitor	MBD2 inh	ASAP1 GAP inh	Tn7 DDE FP
COc1ccc(S(=O)(=O)N2Cc3ccccc3CC2C(=O)N2CCOCC2)cc1OC (stereo not given)	1.2	-2.0	1.0	2.9	3.5	0.3	6.4	7.2	21.8	-0.7
COC(=O)c1cccc(C23CC4(C2)[C@H](CN(Cc2cccnc2)[C@@H]4c2ccccc2)C3c2ccccc2)c1 (stereo not given in full)	2.6	0.2	-1.7	3.2	0.2	1.1	2.5	0.7	-0.8	3.2
CC(C)CCNc1ncnc2c1cnn2Cc1ccccc1Cl	-17.2	-2.9	-2.0	-1.6	1.8	0.1	10.7	-5.6	-0.4	1.7
Cc1ccc(SCC(=O)NCCN2C(=O)CSC2=O)c(C)c1	2.2	-2.0	2.5	3.3	-0.8	0.0	3.9	-4.0	-2.0	-8.0
COn1c(SCc2cccc(Cl)c2)nc2ccccc2c1=O	0.3	-4.9	1.5	-0.5	3.6	0.2	-5.0	-4.1	14.3	-2.0
Cc1ccc(S(=O)(=O)N2CCCCC2C(=O)N2CCN(c3ccccc3F)CC2)cc1 (stereo not given)	0.6	0.2	0.7	6.2	3.1	0.2	2.3	-2.5	-2.4	-1.3
CSc1ncccc1C(=O)NCCc1ccccc1	3.9	-2.2	-6.4	1.5	1.6	-0.5	1.8	0.9	-4.7	-0.1
COc1ccc(CNC(=O)/C=C/c2cc([N+](=O)[O-])ccc2OC(F)F)cc1OC	4.6	-1.4	2.0	2.3	-6.3	0.1	8.8	-8.2	14.9	9.0
O=[N+]([O-])c1ccccc1S(=O)(=O)NCc1ccc(F)cc1	7.8	-1.3	-0.3	0.7	-1.5	0.6	1.1	3.7	-1.1	3.6
O=C(CCN1C(=O)C2C3C=CC(C3)C2C1=O)N1CC(=O)N(CCc2ccccc2)C(=O)C1 (stereo not given)	9.6	-1.9	2.0	1.2	0.7	0.6	-3.3	-4.5	7.5	1.4
CNC(=O)NC(=O)C(OC(=O)Cc1cccc(C(F)(F)F)c1)c1ccccc1 (stereo not given)	3.2	-1.8	-9.3	-3.2	-3.0	-0.3	3.9	0.3	8.4	7.9
CCCn1c(N)c(N(CCOC)C(=O)CSc2c(Cl)cccc2Cl)c(=O)[nH]c1=O	-10.2	-2.2	-6.5	0.2	-0.1	-0.2	3.5	1.7	5.4	0.8
COc1ccc(N2CCN(C(=O)c3ccc(CNS(=O)(=O)c4cc(C)ccc4C)cc3)CC2)cc1	8.0	0.3	-3.5	-0.5	-3.0	0.8	-1.4	1.8	-1.6	1.6
CCOC(=O)C1CCN(S(=O)(=O)c2c(C)[nH]c(C)c2C(=O)N2CCCC2)CC1	4.7	-0.7	-4.4	2.1	0.3	0.2	10.8	-1.6	6.9	-4.0
COc1ccc2oc(C(=O)NC(C)c3ccccn3)c(C)c2c1 (stereo not given)	-6.5	-42.7	-26.4	-27.8	0.5	1.7	10.9	-5.3	-4.3	-2.6
Cc1ccc(NC(=O)C(C)OC(=O)CCC2CCCCC2)cc1 (stereo not given)	-4.5	2.1	-10.3	-1.6	-0.2	0.9	4.7	1.1	-7.5	1.6
Fc1cccc(Cl)c1C1Nc2cccc3cccc(c23)N1	-1.1	-0.3	-25.3	-11.9	-3.7	-1.9	-1.6	-2.1	13.0	-9.8
COc1ccccc1NC(=O)/C(C#N)=C/c1ccncc1	-0.9	-0.8	-6.9	-1.2	-0.3	1.0	-9.6	-1.0	-4.2	-4.3
Cc1ccc(C2(COC(=O)C(C)C)CO2)c(OC(=O)C(C)C)c1 (stereo not given)	-5.2	2.5	4.6	1.0	0.7	0.2	7.9	-1.0	8.6	-11.5
CC(C)CNC(=O)OCc1cn(Cc2ccccc2C(F)(F)F)nn1	4.5	-8.2	0.3	-1.8	-1.5	-0.5	/	-0.7	/	6.1
C[C@H]1[C@@H](NCc2ccccc2)CC[C@@]23CCCN2C(=O)CCC[C@@H]13	7.8	-1.6	0.5	-1.6	-0.7	/	/	-2.3	/	-2.4
S=c1[nH]nc([C@@H]2C[C@H]2c2ccccc2)n1-c1ccccc1	-7.4	-2.7	-2.6	2.0	-2.4	-0.6	-1.3	-4.1	-5.3	-1.3
COc1ccc(C=O)cc1Cn1cnc2c(cnn2C)c1=O	4.4	-5.1	-2.7	-0.1	1.2	-0.4	5.4	2.2	-12.9	-3.6
COc1cccc(C2NC(=S)N(Cc3ccc(Br)cc3)C(C)=C2C(C)=O)c1 (stereo not given)	8.9	5.4	0.1	1.9	0.1	0.4	15.0	0.7	2.3	0.5
CC(OC(=O)[C@@H](NC(=O)c1ccco1)C(C)C)C(=O)Nc1ncc(Cl)cc1Cl (stereo not given in full)	0.2	-2.2	-0.8	5.7	1.4	-0.1	3.9	6.3	-10.0	4.2
CN(CC(=O)Nc1ccccc1C(F)(F)F)C(=O)Cc1ccccc1F	-2.2	-1.4	3.0	1.5	-0.9	0.1	4.3	-2.0	-5.4	6.7
CCNC(=O)Nn1c(C)nnc1C	2.6	-1.6	4.6	3.6	0.4	0.2	-0.8	3.6	-5.6	-5.5

Some of these compounds in order of the PLCg1 inh value, high to low.
compound	PLCg1 inh
CC(OC(=O)[C@@H](NC(=O)c1ccco1)C(C)C)C(=O)Nc1ncc(Cl)cc1Cl (stereo not given in full)	5.7
CCNC(=O)Nn1c(C)nnc1C	3.6
COc1cccc(C2NC(=S)N(Cc3ccc(Br)cc3)C(C)=C2C(C)=O)c1 (stereo not given)	1.9
CN(CC(=O)Nc1ccccc1C(F)(F)F)C(=O)Cc1ccccc1F	1.5
C[C@H]1[C@@H](NCc2ccccc2)CC[C@@]23CCCN2C(=O)CCC[C@@H]13	-1.6
